GPR55 activation – GPR55 agonists via beta-arrestin recruitment, primary screen, imaging, U2OS cells, beta-arrestin-GFP redistribution (AID 1961); U2OS GPR55 beta-arrestin-GFP redistribution imaging; higher % means a stronger effect; activation, % at 10 µM, or EC50 in µM where a hit was titrated; actives 0.048% (n = 290,000);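 active means activation above 40% with more than 50 cells counted in the well; inconclusive means wells holding fewer than 50 cells, flagged as toxic or sparse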;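 further: U2OS osteosarcoma cells stably expressing GPR55 and beta-arrestin-GFP; plate controls were DMSO negative control for no effect and LPI positive control for full effect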
AID2073 – inhibitors of Mint1-CaV2.2 protein interaction, biochemical, HTRF (AID 2073). HTRF protein-protein interaction, Mint1-CaV2.2; higher % means a stronger effect. inhibition, % at 20 µM, or IC50 in µM where a hit was titrated. actives 0.19% (n = 290,000); in the data active means inhibition mostly above about 51%, no sharp cut-off; inconclusive means no clear call, values can overlap the other calls; inactive means mostly below about 53%; further: some results filed as inactive read as strong as hits
HIV peptide binding – inhibitors of HIV fusion peptide binding, primary screen, biochemical, uHTS, fluorescence dequenching (AID 1986); cell-free peptide binding, fluorescence dequenching, 30 min; higher % means a stronger effect; inhibition, % at 20 µM; hits with a dose series show IC50 in µM; actives 0.3% (n = 290,000); in the data active means inhibition mostly above about 52%, no sharp cut-off; inactive means mostly below about 76%; further: some results filed as inactive read as strong as hits
Dengue-2 NS5 capping – flavivirus cap methylation enzyme inhibition – biochemical, confirmation dose response, primary screen (AID 588689); Dengue-2 NS5 methyltransferase capping enzyme assay, biochemical; higher % means a stronger effect; inhibition, % at 25 µM; hits with a dose series show IC50 in µM; actives 0.3% (n = 340,000); in the data active means a potency from the dose series; inconclusive means inhibition above about 29% without an active follow-up result
GPR55 LPI antagonism – GPR55 antagonists blocking LPI-driven arrestin recruitment, primary screen, imaging, U2OS, beta-arrestin-GFP, LPI agonist (AID 2013); U2OS GPR55 beta-arrestin-GFP translocation imaging, LPI antagonism; higher % means a stronger effect; inhibition, % at 10 µM, or IC50 in µM where a hit was titrated; actives 0.13% (n = 290,000);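 active means spots per cell inhibited over 60%, with over 100 cells counted and total cytoplasm intensity under 500,000; inconclusive means wells with under 100 cells, flagged as likely toxic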;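 further: U2OS cells stably carrying GPR55 and arrestin-GFP stimulated by 5 µM LPI near EC80; imaged beta-arrestin-GFP aggregate spots per cell after agonist stimulation; plate controls were LPI-stimulated DMSO wells for no effect and DMSO wells without LPI for full effect; some results filed as inactive read as strong as hits; confirmed hits need IC50 under 10 µM and bright autofluorescent wells are also inconclusive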
NTR1 ag – agonists of NTR1, primary screen, imaging, U2OS cells, beta-arrestin-GFP, high content (AID 493036). P30989. NTR1-U2OS beta-arrestin-GFP spot imaging, agonist mode. actives 0.17% (n = 330,000). activation, % at 20 µM;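 active means activation at or above 40% of the spot to cytoplasm intensity ratio, with at least 20 cells analyzed; inconclusive means wells under 20 cells, flagged as cytotoxic or low count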;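 further: 0% = DMSO without peptide and 100% = 100 nM NTR1 peptide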
Target sequence (P30989 whole entry, looked up): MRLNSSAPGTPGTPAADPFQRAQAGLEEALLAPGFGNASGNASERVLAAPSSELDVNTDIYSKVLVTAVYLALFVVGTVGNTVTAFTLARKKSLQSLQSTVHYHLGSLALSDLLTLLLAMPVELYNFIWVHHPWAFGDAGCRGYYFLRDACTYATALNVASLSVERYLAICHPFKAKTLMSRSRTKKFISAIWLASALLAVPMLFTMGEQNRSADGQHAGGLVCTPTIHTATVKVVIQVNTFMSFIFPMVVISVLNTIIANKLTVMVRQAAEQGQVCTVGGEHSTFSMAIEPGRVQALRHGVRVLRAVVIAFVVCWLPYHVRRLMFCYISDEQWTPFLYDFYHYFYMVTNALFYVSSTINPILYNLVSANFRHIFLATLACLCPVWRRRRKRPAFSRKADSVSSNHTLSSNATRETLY
UTI89 phage lysis – inhibition of K1F phage lysis, E. coli UTI89, bacterial capsule biogenesis inhibitors, alamar blue (AID 488966); E. coli UTI89 K1F phage lysis, alamar blue, 2 h; higher % means a stronger effect; inhibition, % at 100 µM; hits with a dose series show IC50 in µM; actives 0.02% (n = 340,000);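 active means phage lysis inhibition, versus mean bacterial control, above a set limit; inconclusive means no clear call, values can overlap the other calls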;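 further: capsule biogenesis inhibitors block K1F phage lysis so surviving cells raise fluorescence; higher fluorescence means more inhibition of phage lysis; actives were called in the ten point dose series up to 300 µM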
GPR35 antagonists – GPR35 antagonists blocking zaprinast-driven arrestin recruitment, primary screen, imaging, U2OS, beta-arrestin-GFP, zaprinast agonist (AID 2058); U2OS GPR35 beta-arrestin-GFP translocation imaging, zaprinast antagonism; higher % means a stronger effect; one-dose inhibition, % at 10 µM; IC50 in µM for titrated hits; actives 0.052% (n = 290,000);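 active means inhibition of at least 50% with at least 30 cells and total cytoplasm GFP at most 10,000,000; inconclusive means under 30 cells or total GFP of 10,000,000 plus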
Siah-1 displacement – Siah-1 peptide-binding antagonists, primary screen, biochemical, fluorescence polarization, rhodamine-plectin, uHTS (AID 1817); Siah-1 / rhodamine-plectin peptide fluorescence polarization; higher % means a stronger effect; displacement, % at 20 µM; hits with a dose series show IC50 in µM; actives 0.02% (n = 290,000);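 active means displacement of at least 50% at 20 µM, with a fluorescence ratio check between 0.3 and a set limit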;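 further: plate controls were Siah plus tracer with DMSO for no effect and tracer alone without Siah for full effect; strong numbers were not always called active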
NTR1 ag cell count 20 µM – recorded beside NTR1 ag, whose call it bears; cell count; measured here: cell count, cytotoxicity flag
Active calls of the source: *; [ ] = dose if it differs, or a comment.

Results for CCOc1ccc(C(=O)NC(=S)Nc2ccccc2N2CCOCC2)cc1Br ?
GPR55 activation: -0.3%; AID2073: 0.8%; HIV peptide binding: 0.2%; Dengue-2 NS5 capping: -4.4%; GPR55 LPI antagonism: 11.1%; NTR1 ag: 4.9; UTI89 phage lysis: -1.1%; GPR35 antagonists: -11.3%; Siah-1 displacement: 1.9%; NTR1 ag cell count 20 µM: 57

How did Cc1ccc(S(=O)(=O)N2CCCCC2)cc1NC(=O)Cn1ccc(C(F)(F)F)n1 do in these assays?
GPR55 activation: 0.1%; AID2073: -8.5%; HIV peptide binding: -0.2%; Dengue-2 NS5 capping: -1.5%; GPR55 LPI antagonism: 1.5%; NTR1 ag: 0.1; UTI89 phage lysis: -0.1%; GPR35 antagonists: -0.7%; Siah-1 displacement: -1.2%; NTR1 ag cell count 20 µM: 65

How did CCC1CCCCN1CCCNC(=O)CSc1nc2nc(C)c(Cc3ccccc3Cl)c(C)n2n1 (configuration not stated) do in these assays?
GPR55 activation: -0.1%; AID2073: -2.6%; HIV peptide binding: 0.5%; Dengue-2 NS5 capping: -6.2%; GPR55 LPI antagonism: 7.9%; NTR1 ag: -0.2; UTI89 phage lysis: 0.9%; GPR35 antagonists: 9.8%; Siah-1 displacement: -3.1%; NTR1 ag cell count 20 µM: 68

How did CC(C)OCCCN(C)C1CCN(S(=O)(=O)c2csc(C(N)=O)c2)CC1 do in these assays?
GPR55 activation: -0.1%; AID2073: 8.7%; HIV peptide binding: -1.2%; Dengue-2 NS5 capping: 3.5%; GPR55 LPI antagonism: 4.5%; NTR1 ag: -0.2; UTI89 phage lysis: 0.2%; GPR35 antagonists: -1.5%; Siah-1 displacement: -1.3%; NTR1 ag cell count 20 µM: 63

What do the screens show for `Cc1nc2c(C)c(C)c(C)c(C)c2nc1C`?
GPR55 activation: 0.0%; AID2073: inconclusive; HIV peptide binding: 1.0%; GPR55 LPI antagonism: -3.7%; NTR1 ag: 0.3; GPR35 antagonists: -3.8%; Siah-1 displacement: 0.1%; NTR1 ag cell count 20 µM: 52

How did CCCc1cc(=O)oc2c(C)c(OCC(=O)c3ccc(N4CCCC4)cc3)ccc12 do in these assays?
GPR55 activation: -0.2%; AID2073: 28.4%; HIV peptide binding: 2.8%; Dengue-2 NS5 capping: 9.7%; GPR55 LPI antagonism: -3.7%; UTI89 phage lysis: 0.2%; GPR35 antagonists: -5.0%; Siah-1 displacement: 11.8%

What do the screens show for `O=C(N/N=C/C1C(c2ccccc2)C1(Cl)Cl)c1cccc(Br)c1` (configuration not stated)?
GPR55 activation: -0.1%; AID2073: 9.5%; HIV peptide binding: 1.5%; Dengue-2 NS5 capping: -7.5%; GPR55 LPI antagonism: 6.8%; NTR1 ag: 1.6; UTI89 phage lysis: -0.5%; GPR35 antagonists: 1.6%; Siah-1 displacement: 1.3%; NTR1 ag cell count 20 µM: 35

How did CN(C)c1ccc(C(CNC(=O)c2ccc(C#N)cc2)c2c[nH]c3ccccc23)cc1 (configuration not stated) do in these assays?
GPR55 activation: -0.2%; AID2073: 8.3%; HIV peptide binding: -2.9%; Dengue-2 NS5 capping: 1.3%; GPR55 LPI antagonism: 0.0%; NTR1 ag: 2.2; UTI89 phage lysis: 0.2%[50 µM]; GPR35 antagonists: 20.3%; Siah-1 displacement: 2.0%; NTR1 ag cell count 20 µM: 42

How did Cn1c(=O)cc(OCC(=O)N2CCN(c3cccc(C(F)(F)F)c3)CC2)c2ccccc21 do in these assays?
GPR55 activation: 0.1%; AID2073: -1.1%; HIV peptide binding: -0.6%; Dengue-2 NS5 capping: -9.9%; GPR55 LPI antagonism: 4.2%; NTR1 ag: 5.4; UTI89 phage lysis: -1.9%; GPR35 antagonists: -2.4%; Siah-1 displacement: 0.2%; NTR1 ag cell count 20 µM: 59

How did O=c1cc(-c2ccccc2Cl)oc2ccc([N+](=O)[O-])c(O)c12 do in these assays?
GPR55 activation: -0.1%; AID2073: 10.6%; HIV peptide binding: 32.0%; Dengue-2 NS5 capping: 6.4%; GPR55 LPI antagonism: 10.0%; NTR1 ag: -0.2; UTI89 phage lysis: -0.8%; GPR35 antagonists: -6.4%; Siah-1 displacement: 13.2%; NTR1 ag cell count 20 µM: 92

Results for COc1ccc(C(=O)C2CCCN(C(=O)c3cccs3)C2)cc1F (configuration not stated) ?
GPR55 activation: 0.2%; AID2073: -4.0%; HIV peptide binding: 1.5%; Dengue-2 NS5 capping: 1.5%; GPR55 LPI antagonism: -7.1%; NTR1 ag: 0.6; UTI89 phage lysis: -0.1%; GPR35 antagonists: 18.6%; Siah-1 displacement: 7.0%; NTR1 ag cell count 20 µM: 47

Results for CCCc1n[nH]c2c1/C(=N\OCC)CC(C)(C)C2 ?
GPR55 activation: 0.2%; AID2073: -0.3%; HIV peptide binding: 1.3%; Dengue-2 NS5 capping: 0.8%; GPR55 LPI antagonism: -4.7%; NTR1 ag: 0.7; UTI89 phage lysis: -0.1%; GPR35 antagonists: 16.9%; Siah-1 displacement: 3.6%; NTR1 ag cell count 20 µM: 55

How did Cc1cc(Cl)ccc1OCC(=O)NCCOC(=O)Nc1sc(=S)n(C)c1C do in these assays?
GPR55 activation: 0.2%; AID2073: -18.6%; HIV peptide binding: -0.9%; Dengue-2 NS5 capping: 1.8%; GPR55 LPI antagonism: -8.2%; NTR1 ag: 0.6; UTI89 phage lysis: 0.2%; GPR35 antagonists: 0.4%; Siah-1 displacement: -0.5%; NTR1 ag cell count 20 µM: 81

How did O=C(CCCNC(=O)c1ccc(Cl)cc1)NCc1ccc(F)cc1 do in these assays?
GPR55 activation: 0.0%; AID2073: 2.7%; HIV peptide binding: 1.9%; Dengue-2 NS5 capping: -1.5%; GPR55 LPI antagonism: -12.9%; NTR1 ag: -0.9; UTI89 phage lysis: -1.1%; GPR35 antagonists: 0.3%; Siah-1 displacement: -0.3%; NTR1 ag cell count 20 µM: 62

What do the screens show for `CC1CCN(S(=O)(=O)c2ccc(C(=O)Nc3ccccc3-c3nc4ccccc4[nH]3)cc2)CC1`?
GPR55 activation: -0.5%; AID2073: 24.0%; HIV peptide binding: 2.0%; Dengue-2 NS5 capping: 0.0%; GPR55 LPI antagonism: 9.8%; NTR1 ag: 10.0; UTI89 phage lysis: 2.5%[50 µM]; GPR35 antagonists: -5.3%; Siah-1 displacement: 0.4%; NTR1 ag cell count 20 µM: 77

Results for Cc1ccc2cc(S(=O)(=O)NCCC(=O)O)ccc2c1 ?
GPR55 activation: -0.2%; AID2073: -2.3%; HIV peptide binding: -2.4%; Dengue-2 NS5 capping: -8.9%; GPR55 LPI antagonism: -2.2%; NTR1 ag: 0.0; UTI89 phage lysis: -0.6%; GPR35 antagonists: -1.6%; Siah-1 displacement: -7.3%; NTR1 ag cell count 20 µM: 56

Results for CCn1c(-c2cccc(Cl)c2)n[nH]c1=S ?
GPR55 activation: 0.8%; AID2073: -12.1%; HIV peptide binding: -0.5%; Dengue-2 NS5 capping: -10.7%; GPR55 LPI antagonism: 7.4%; NTR1 ag: -0.5; UTI89 phage lysis: 0.9%; GPR35 antagonists: 7.4%; Siah-1 displacement: 2.3%; NTR1 ag cell count 20 µM: 27

How did COc1cccc(OC)c1C(=O)Nc1ccc2c(c1)Cc1ccccc1-2 do in these assays?
GPR55 activation: 0.0%; AID2073: 3.1%; HIV peptide binding: 0.7%; Dengue-2 NS5 capping: -15.6%; GPR55 LPI antagonism: 20.5%; NTR1 ag: -0.6; UTI89 phage lysis: 1.1%; GPR35 antagonists: -3.6%; Siah-1 displacement: 2.1%; NTR1 ag cell count 20 µM: 60

Results for COc1ccc(CCN2C(=O)C3C4CCC(C4=C(C)C)C3C2=O)cc1OC (configuration not stated) ?
GPR55 activation: -0.4%; AID2073: 6.5%; HIV peptide binding: -0.7%; Dengue-2 NS5 capping: -0.7%; GPR55 LPI antagonism: 8.1%; NTR1 ag: -0.6; UTI89 phage lysis: 0.5%; GPR35 antagonists: 14.0%; Siah-1 displacement: 17.1%; NTR1 ag cell count 20 µM: 50

Results for CSCCC(NS(=O)(=O)c1ccc(Cl)cc1)C(=O)OCc1c(Cl)cccc1Cl (configuration not stated) ?
GPR55 activation: 0.0%; AID2073: 3.9%; HIV peptide binding: 0.0%; Dengue-2 NS5 capping: -8.7%; GPR55 LPI antagonism: 6.4%; NTR1 ag: 22.4; UTI89 phage lysis: -1.5%[50 µM]; GPR35 antagonists: -5.9%; Siah-1 displacement: 4.1%; NTR1 ag cell count 20 µM: 69

How did Cc1ccc(N(C(=O)Cn2nnc(-c3ccccc3)n2)C(C(=O)NC2CCCCC2)c2ccccn2)cc1C (configuration not stated) do in these assays?
GPR55 activation: 0.1%; AID2073: 2.5%; HIV peptide binding: 3.9%; Dengue-2 NS5 capping: -5.1%; GPR55 LPI antagonism: -1.4%; NTR1 ag: 2.1; UTI89 phage lysis: 2.1%; GPR35 antagonists: 11.2%; Siah-1 displacement: 5.1%; NTR1 ag cell count 20 µM: 44

Results for Cc1cc(C)n2nc(SCc3cccc(F)c3)nc2n1 ?
GPR55 activation: -0.1%; AID2073: 2.0%; HIV peptide binding: -0.4%; Dengue-2 NS5 capping: -10.8%; GPR55 LPI antagonism: -3.9%; NTR1 ag: 0.2; UTI89 phage lysis: -0.1%; GPR35 antagonists: -7.2%; Siah-1 displacement: 4.1%; NTR1 ag cell count 20 µM: 77

What do the screens show for `COc1ccc(OC)c(NC(=O)c2nnn(Cc3ccc(Br)cc3F)c2N)c1`?
GPR55 activation: -0.3%; AID2073: 7.3%; HIV peptide binding: -0.3%; Dengue-2 NS5 capping: -4.4%; GPR55 LPI antagonism: 0.3%; NTR1 ag: 4.9; UTI89 phage lysis: 5.3%; GPR35 antagonists: 2.7%; Siah-1 displacement: -4.1%; NTR1 ag cell count 20 µM: 46

Assay outcomes deposited in PubChem by several laboratories.
